GPR119 beta-arrestin = off-target GPR119 activation – cell-based, PathHunter beta-arrestin, luminescence, set 2, counter-screen for GPR151 activator project, confirmation (AID 1508607). GPR119 PathHunter beta-arrestin cells, luminescence, 90 min; stronger effect = higher value. 0.9% of 2,300 active. activation, % at 11.2 µM;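 active = mean percent activation across replicates above the counterscreen hit cutoff of 9.17%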;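 also: 0% = median of sample wells and 100% = wells given EA reagent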
GPR151 beta-arrestin = GPR151 activators, triplicate retest, confirmation, cell-based, PathHunter beta-arrestin, luminescence, set 2 (AID 1508608). GPR151 PathHunter beta-arrestin cells, luminescence, 90 min; stronger effect = higher value; 100% = signal from added EA reagent. activation, % at 11.2 µM. 0.9% of 2,300 active;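 active = mean activation across replicates above 26.72%, the hit cutoff set for this confirmation screen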;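 also: 0% = plate median of compound wells and 100% = EA reagent high control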
An asterisk follows results filed as active. This is a subset; rates above refer to the full screens.

SMILES	GPR119 beta-arrestin	GPR151 beta-arrestin
CCOC(=O)Cc1ccc(N(Cc2ccc(Cl)cc2)S(=O)(=O)c2cc(C)ccc2C)cc1	-1.7	-3.4
COc1ccc(-c2cc(C(=O)O)c3c(-c4ccc([N+](=O)[O-])cc4)[nH]nc3n2)c(OC)c1	0.1	-1.6
Cc1cc(NC(c2cccc(Br)c2)c2ccc3cccnc3c2O)no1 (stereo not given)	-2.6	0.9
COc1ccccc1C(=O)NCC(=O)n1nc(C)cc1C	-3.3	-4.8
CSc1nc2c(c(=O)n1-c1ccc(Cl)cc1)SCC2	3.9	-0.8
O=C(CCCCCn1nnc2ccccc2c1=O)NC1CCCCCC1	2.0	2.3
C=CCn1c(=O)c2c(nc3n2CC(C)CN3C2CCCCC2)n(C)c1=O (stereo not given)	0.3	2.7
Cc1cccc(NC(=O)CCC2=NS(=O)(=O)c3cc(Br)cnc3N2)c1	-0.4	4.6
COc1ccc(OC)c(-n2c(O)c(/C=C3\C=CC=N3)c(=O)[nH]c2=O)c1	1.8	0.0
Cc1ccc(-c2nnc(SCC(=O)NCc3ccccc3Cl)nc2-c2ccc(C)cc2)cc1	2.1	-2.1
CC(C)c1ccc(N=c2c([N+](=O)[O-])nn(-c3ccccc3)n2O)cc1	5.2	1.2
O=C(CN1C(=O)/C(=C/c2ccccc2F)Oc2ccccc21)NCCCN1CCCC1=O	-2.6	4.7
CSCC[C@@H](C(=O)NCc1cccc(C(C)=O)c1)N1Cc2ccccc2C1=O	-1.5	-2.7
C=CCNC(=S)NC(=O)c1ccc(Cl)cc1	1.2	-4.1
Cn1c(SCC(=O)Nc2ccccc2F)nnc1-c1ccc([N+](=O)[O-])cc1	4.2	-2.5
Cc1ccc2nc3nc(NCC4CCCO4)c(C(=O)NC4CCCC4)cc3c(=O)n2c1 (stereo not given)	1.1	1.3
Cc1ccc(N2C(=O)c3n[nH]c(C)c3C2c2cccnc2)cc1 (stereo not given)	1.3	3.5
CCOC(=O)c1cnc2cc(Cl)c(OC)cc2c1Nc1ccccc1F	-1.4	-0.7
CC1=CC2=NC(=O)/C(=C\c3ccc(OCCOc4ccccc4C)cc3)C(=N)N2O1	-0.8	2.0
COc1ccc(Oc2nc(-c3ccccc3)c3cc(Br)ccc3n2)cc1	-5.0	-4.5
Cc1nc2c3ccccc3n(CC(=O)c3ccc(Cl)cc3)c(=O)n2n1	-2.8	-5.1
O=C(CCCn1nnc2ccccc2c1=O)N1CCN(c2cccc(Cl)c2)CC1	1.2	5.3
CCN(Cc1ccccc1)C(=O)c1[nH]c(C)c(C(C)=O)c1C	3.1	2.1
Cc1nn(-c2ccccc2)c(-n2cccc2)c1C(=O)O	-0.1	3.5
COc1ccccc1NC(=S)N(CCCN1CCCCCC1)Cc1ccco1	-3.2	-6.1
SMILES	GPR119 beta-arrestin	GPR151 beta-arrestin
CCCN1CNC(=S)N(c2ccc(C)cc2)C1	0.3	-3.1
CCN1CCN(Cc2ccc(NC(=O)Nc3ccccc3C)cc2)CC1	3.8	8.3
Cc1cccc(-c2nc3ccccc3c(=O)n2CC(=O)O)c1	-8.4	-20
O=C(CCNS(=O)(=O)c1ccc2[nH]c(=O)ccc2c1)N1CCC(N2CCCCC2)CC1	-1.7	-4.3
Cc1ccc(/C=C2/C(=N)N3C(=NC2=O)SN=C3S(C)(=O)=O)o1	-10	-12
O=C(O)C1NC(c2cc(Br)ccc2O)C2C(=O)N(c3ccc(F)cc3)C(=O)C12 (stereo not given)	3.3	5.9
Cc1cc(C)c(C(=O)c2ccc(C(=O)Nc3ccc(N(C)C)cc3)cc2)c(C)c1	4.0	3.9
Cc1[nH]c2ccc(OCc3ccccc3)cc2c1CCNC(=O)COc1ccc(F)cc1F	-2.2	-4.1
CCOC(=O)c1c(N2C(N)=C(C#N)C(c3ccc(OC)c(OC)c3)C3=C2CC(C)(C)CC3=O)sc2c1CCCC2 (stereo not given)	4.8	-1.4
COc1cc(/C=N/Nc2ccccc2)cc(OC)c1OC	-4.8	1.9
COC(=O)c1c(NC(NC(=O)c2ccccc2F)(C(F)(F)F)C(F)(F)F)sc2c1CCCC2	6.4	3.0
CCOc1cc(C2NC(=O)c3c(sc4c3CCN(C)C4)N2)ccc1OC(=O)c1ccc(Br)cc1 (stereo not given)	-0.7	0.3
Nc1ccc(C(=O)Nc2ccc(Cc3ccc(NC(=O)c4ccc(N)cc4)cc3)cc2)cc1	-1.9	1.8
COc1cccc2c1OC1(C)CC2NC(=O)N1c1cccc(C(=O)NCc2ccco2)c1 (stereo not given)	1.9	-2.9
CCS(=O)(=O)C1=NN2C(=N)/C(=C\c3ccc(F)cc3)C(=O)N=C2S1	1.4	3.2
CC(C)Cn1c(=O)c2c(nc3n2CC(C)CN3c2ccc(Br)cc2)n(C)c1=O (stereo not given)	0.3	-2.8
CCN(CC)C(=O)c1ccc2c(c1)NC(=O)c1ccccc1N2	-1.2	-2.0
CCOC(=O)C1=C(C)N=c2s/c(=C\c3cc(C)n(-c4ccc(Cl)c(Cl)c4)c3C)c(=O)n2C1c1ccccc1Cl (stereo not given)	3.4	7.1
Cc1ccc(C2CC(=O)N3CN(Cc4ccco4)CSC3=C2C#N)cc1 (stereo not given)	-3.2	-3.8
CCOc1ccc(/C=N/NC(=O)c2cc(Br)ccc2OC)cc1O	-3.7	-6.1
COc1ccc(O)c(-c2cc(C(F)(F)F)nc(-c3ccccc3)n2)c1	-5.1	3.0
COc1c(Cl)cc(Cl)cc1/C=N/n1cnnc1	-1.9	1.9
O=C(NCc1ccc(F)cc1)c1cc2c(s1)CS(=O)(=O)C2	1.2	-1.8
COc1ccccc1Cc1nc2ccccc2nc1SCC(=O)Nc1ccc(OC)c(OC)c1	1.1	7.0
CCOC(=O)CCNCc1sccc1C	2.5	2.6
SMILES	GPR119 beta-arrestin	GPR151 beta-arrestin
O=C(NCc1ccc(Cl)cc1)C1C2C=CC3(CN(Cc4ccccc4)C(=O)C13)O2 (stereo not given)	-1.9	-3.6
COc1ccc(-c2noc(N3CCCC(C(=O)NCCN4CCCC4)C3)n2)cc1 (stereo not given)	-0.2	1.3
O=C1/C(=C\c2cccs2)Sc2ccccc21	-8.6	0.7
CCCN1C(=O)C2(c3ccccc31)c1c(oc3ccccc3c1=O)C(=O)N2CCCO (stereo not given)	-1.1	3.6
COC(=O)c1ccc(COc2ccccc2C=O)o1	-0.3	1.2
Cc1ccc(-c2cc3nc(C)c(-c4ccccc4)c(N)n3n2)cc1	-3.3	-3.4
Oc1ccc(Nc2ncnc3ccc(I)cc23)cc1	6.8	-0.3
CCOC(=O)c1oc2cccc(O)c2c1CN(C)C	1.8	-2.2
CCCn1cc(SCC(=O)N2N=C(c3cccs3)CC2c2ccc(OC)cc2)c2ccccc21 (stereo not given)	4.5	4.3
CCn1c(SC(C)C(=O)OC)nc2c(c1=O)SC(C)C2 (stereo not given)	-0.1	0.4
CCSCCOC(=O)C1=C(C)NC2=C(C(=O)CCC2)C1c1ccc(OC)c(OC)c1 (stereo not given)	2.2	-0.7
COc1cc(C2C(C(=O)Nc3cccc(F)c3)=C(C)NC3=C2C(=O)CC(C)(C)C3)cc(OC)c1OC (stereo not given)	2.9	2.7
CC1=C(C(=O)Nc2ccc(F)c(F)c2)C(c2ccccc2Cl)NC(=S)N1 (stereo not given)	-2.2	-9.0
O=C(O)CSCc1cnn(-c2ccccc2)c1-n1cccc1	-4.8	-0.4
CCOC(=O)C1CCCCN1C(=O)CCc1c(C)nc2cc(-c3ccccc3)nn2c1C (stereo not given)	-2.3	-0.9
COc1cc(NC(=O)c2nn3c(C(F)(F)F)cc(-c4ccco4)nc3c2Cl)c(OC)cc1Cl	3.2	-0.2
Cc1c(-c2ccc(Cl)cc2)noc1C1CCN(CCc2ccccc2)CC1	2.5	17
COc1cccc(OC)c1C(=O)Nc1ccc(Oc2ccc(Br)c3ccccc23)c(Cl)c1	0.8	1.6
CCCc1[nH]n(-c2ccc(F)cc2)c(=O)c1C=Nc1ccc(Cl)c(Cl)c1	-0.3	-1.3
CC(C)c1ccc(Cn2ccc3c4c(N)nc(NC5CC5)nc4ccc32)cc1	51*	104*
Cn1c(=O)c2c(ncn2CC(=O)Nc2ccccc2F)n(C)c1=O	1.1	-0.2
Cc1ccc(-c2[nH]c(=S)[nH]c(=O)c2C#N)cc1	-0.2	-3.0
O=C(C(Cc1ccccc1)N1C(=O)C2CCCCC2C1=O)N1CCN=C1c1ccccc1 (stereo not given)	7.6	1.0
CCN(Cc1ccccc1)C(=O)C1CC(Cc2cccc(OC)c2)=NO1 (stereo not given)	0.9	1.4
CCCCSc1nc2c(c(=O)n1CC)SC(C)C2 (stereo not given)	1.5	3.8

Gathered by group: the compounds so far containing a CF3 group (three)
SMILES	GPR119 beta-arrestin	GPR151 beta-arrestin
COC(=O)c1c(NC(NC(=O)c2ccccc2F)(C(F)(F)F)C(F)(F)F)sc2c1CCCC2	6.4	3.0
COc1ccc(O)c(-c2cc(C(F)(F)F)nc(-c3ccccc3)n2)c1	-5.1	3.0
COc1cc(NC(=O)c2nn3c(C(F)(F)F)cc(-c4ccco4)nc3c2Cl)c(OC)cc1Cl	3.2	-0.2

Printed as active in GPR151 beta-arrestin, among the entries above:
SMILES | GPR151 beta-arrestin
CC(C)c1ccc(Cn2ccc3c4c(N)nc(NC5CC5)nc4ccc32)cc1 | 104*

(listing goes on)
SMILES	GPR119 beta-arrestin	GPR151 beta-arrestin
COC(=O)Nc1ccc(S(=O)(=O)N2CCCCC2)cc1	-0.5	0.1
C=CCN1C(=O)/C(=C2\SC(N3CCCCC3)=NC2=O)c2cc(Br)ccc21	2.5	4.0
CSCCCNC(=O)c1ccc(OC2CCN(C(=O)C3CC3)CC2)cc1	-0.4	0.5
O=C(NCCCN1CCCC1)C(=O)Nc1ccc2nc3n(c(=O)c2c1)CCCCC3	-1.4	-2.1
Cc1ccc(S(=O)(=O)N(CC(=O)N2CCOCC2)CC(=O)N2CCOCC2)cc1	3.6	7.5
COc1ccc(OC)c(NC(=O)CCc2c(C)nc3ncnn3c2C)c1	-3.1	-0.3
C/C(=N\NC(=O)Cc1cccs1)c1ccc(Cl)cc1Cl	-1.8	0.5
CC(C)c1ccc(/C=C2N=C(/C=C/c3cccc(Cl)c3Cl)OC\2=O)cc1	-1.7	-1.2
Cc1c(NC(=O)C2(c3cccs3)CCOCC2)c(=O)n(-c2ccccc2)n1C	-2.2	0.7
O=C(CCCn1c2ccccc2c(=O)c2ccccc21)Nc1cccnc1Cl	5.7	0.5
COc1ccc(C(=O)[C@@H]2[C@@H](c3ccsc3)C(C#N)(C#N)[C@H]3C=Cc4ccccc4N23)cc1	-4.5	-5.8
CC(C)OCCCNC(=O)CN(c1ccc(OCc2ccccc2)cc1)S(C)(=O)=O	-1.6	-0.5
Cc1nn(-c2ccccc2)c(Cl)c1/C=N\O	3.6	1.2
COc1cccc(-c2nc3sc4c(c3c(=O)n2CC(=O)C(C)(C)C)CCCC4)c1	1.5	-3.6
CC1=C(C(=O)Nc2ccccc2)C(c2ccncc2)n2ncnc2N1 (stereo not given)	5.2	12
CCCC(C)C(=O)Nc1cccc(Cl)c1 (stereo not given)	2.2	5.6

Profiles, quoted from the list:
Cc1nn(-c2ccccc2)c(Cl)c1/C=N\O is entered as GPR119 beta-arrestin: 3.6; GPR151 beta-arrestin: 1.2
CC1=C(C(=O)Nc2ccccc2)C(c2ccncc2)n2ncnc2N1 (stereo not given) is entered as GPR119 beta-arrestin: 5.2; GPR151 beta-arrestin: 12
COc1ccc(OC)c(NC(=O)CCc2c(C)nc3ncnn3c2C)c1 is entered as GPR119 beta-arrestin: -3.1; GPR151 beta-arrestin: -0.3

Given in CSV form: 6 of the compounds above.
canonical_smiles,GPR119 beta-arrestin,GPR151 beta-arrestin
Cc1cccc(-c2nc3ccccc3c(=O)n2CC(=O)O)c1,-8.4,-20
O=C(CCNS(=O)(=O)c1ccc2[nH]c(=O)ccc2c1)N1CCC(N2CCCCC2)CC1,-1.7,-4.3
Cc1ccc(/C=C2/C(=N)N3C(=NC2=O)SN=C3S(C)(=O)=O)o1,-10,-12
O=C(O)C1NC(c2cc(Br)ccc2O)C2C(=O)N(c3ccc(F)cc3)C(=O)C12 (stereo not given),3.3,5.9
Cc1cc(C)c(C(=O)c2ccc(C(=O)Nc3ccc(N(C)C)cc3)cc2)c(C)c1,4.0,3.9
Cc1[nH]c2ccc(OCc3ccccc3)cc2c1CCNC(=O)COc1ccc(F)cc1F,-2.2,-4.1
